KOR beta-arrestin-1 – KOR agonists, beta-arrestin recruitment, primary screen, cell-based, luminescence, uHTS (AID 1777). KOR beta-arrestin recruitment, luminescence; higher % means a stronger effect. one-dose activation, % at 10 µM; EC50 in µM for titrated hits. 280,000 tested, 0.02% active; in the data active means activation above about 50%, passing the limit was not always enough; further: a part of the inactive calls stands beside numbers as strong as those of hits
GPR55 beta-arrestin – GPR55 agonists via beta-arrestin recruitment, primary screen, imaging, U2OS cells, beta-arrestin-GFP redistribution (AID 1961); 290,000 tested, 0.048% active; one-dose activation, % at 10 µM; EC50 in µM for titrated hits; U2OS GPR55 beta-arrestin-GFP redistribution imaging; higher % means a stronger effect;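 active means activation above 40% with more than 50 cells counted in the well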;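 further: U2OS osteosarcoma cells stably expressing GPR55 and beta-arrestin-GFP; plate controls were DMSO negative control for no effect and LPI positive control for full effect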
M1AAP inhibition – malaria alanyl aminopeptidase activity blockers – biochemical, fluorogenic H-Leu-NHMec substrate, 1536-well (AID 1445); 220,000 tested, 0.42% active; one-dose inhibition, % at 30 µM; IC50 in µM for titrated hits; recombinant M1AAP, H-Leu-NHMec fluorogenic kinetic assay; higher % means a stronger effect;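 active means primary inhibition above the hit cutoff, then over 50% inhibition at one or more dose response concentrations, cut at about 23% in these data, passing the limit was not always enough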;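 further: plate controls were DMSO full reaction for no effect and no enzyme background for full effect; strong numbers were not always called active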
NOD1 NF-kB reporter – inhibition of NOD1-driven NF-kB reporter – cell-based, luminescence, uHTS, primary screen (AID 1578). NOD1-driven NF-kB luciferase reporter cells, luminescence; higher % means a stronger effect. 290,000 tested, 1% active. inhibition, % at 4 µM; hits with a dose series show EC50 in µM; in the data active means inhibition mostly above about 36%, no sharp cut-off; inactive means mostly below about 34%;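 further: HEK-293T reporter cells stimulated with the NOD1 agonist gamma-tri-DAP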
KOR beta-arrestin-2 – kappa opioid receptor blockers – cell-based, luminescence, uHTS (AID 1778); KOR beta-arrestin recruitment, luminescence, antagonist mode; higher % means a stronger effect; inhibition, % at 10 µM; hits with a dose series show IC50 in µM; 290,000 tested, 0.091% active; further: strong numbers were not always called active
NOD2 inhibition – inhibition of NOD2-driven NF-kB reporter – cell-based, luminescence, uHTS, HEK293 (AID 1566) | HEK293 NOD2/NF-kB luciferase reporter, luminescence; higher % means a stronger effect | 290,000 tested, 0.63% active | one-dose inhibition, % at 4 µM; EC50 in µM for titrated hits; further: many of its hits are not listed in these tables
Dynein transport – blocks dynein driven cargo transport along microtubules | 3617.4 mouse cells, GR-EGFP nuclear translocation imaging; test concentration mostly 20 µM; stimulated with dexamethasone, 1 µM; stronger effect = lower value | z-score, hits read low | 220,000 tested, 0.47% active | AID 1381;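 active means plate z-score of nuclear minus cytoplasmic receptor signal below a set negative limit, without overly bright fluorescence or cell loss, cut at about -3.5 in these data, passing the limit was not always enough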;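 further: z-score of nuclear minus cytoplasmic ring GR-EGFP intensity difference per well; some compounds called inactive have numbers as strong as hits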
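Buffer or medium: tet-free, stripped-serum medium; reagent: dexamethasone at 1.0 µM final, 30 min; incubation: 48 h induction, 1 h compound, 30 min dex at 37 °C; measured by: formaldehyde fixation, Hoechst nuclear stain, 10x automated fluorescence imaging; read-out: nuclear-to-cytoplasmic GR-EGFP distribution per well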
AID2073 – inhibitors of Mint1-CaV2.2 protein interaction, biochemical, HTRF (AID 2073); 290,000 tested, 0.19% active; HTRF protein-protein interaction, Mint1-CaV2.2; higher % means a stronger effect; inhibition, % at 20 µM; hits with a dose series show IC50 in µM; in the data active means inhibition mostly above about 51%, no sharp cut-off; further: some results filed as inactive read as strong as hits
M17LAP inhibition – P. falciparum M17LAP inhibitors, primary screen, biochemical, fluorogenic H-Leu-NHMec substrate, 1536-well (AID 1619); 220,000 tested, 0.38% active; recombinant M17LAP, H-Leu-NHMec fluorogenic kinetic assay; higher % means a stronger effect; inhibition, % at 30 µM; hits with a dose series show IC50 in µM;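 active means compound inhibiting the enzyme by more than half at any dose during confirmatory dose-response retesting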;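 further: plate controls were full reaction with DMSO carrier for no effect and no enzyme background for full effect; strong numbers were not always called active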
Dynein transport cytoplasmic EGFP – second read-out of Dynein transport, no call of its own (marks repeat the call); z-score; measured here: cytoplasmic GR-EGFP intensity; stronger effect = higher value
Dynein transport nuclear GR-EGFP – also measured in Dynein transport; calls as there; z-score; measured here: nuclear GR-EGFP intensity;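 lower value marks the stronger effect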
Dynein transport cell count – also measured in Dynein transport; calls as there; z-score; measured here: cell count per field
Active calls of the source: *; nt = not tested or not shown; [ ] = dose if it differs, or a comment. Unless noted, no stated cut-off is given here; in the data, active means inhibition above about 50%; inactive means the rest. These rows are one share of the data (hit frequency here may not be typical).

KOR beta-arrestin-1	GPR55 beta-arrestin	structure	M1AAP inhibition	NOD1 NF-kB reporter	KOR beta-arrestin-2	NOD2 inhibition	Dynein transport	Dynein transport cytoplasmic EGFP	Dynein transport nuclear GR-EGFP	Dynein transport cell count	AID2073	M17LAP inhibition
-3.4%	-0.3%	Cc1nc2c(C(=O)NCc3cccs3)cnn2c(C)c1Cc1ccccc1	1%	-37%	34%	3%	0.46	-0.2	0.58	-1.3	36%	18%
0.7%	-0.5%	O=C(O)CSCC(=O)N1CCN(S(=O)(=O)c2ccccc2)CC1	-7%	-20%	10%	4%	-0.32	-0.37	-0.35	0.64	7%	-6%
-1.6%	-0.1%	Cc1cc(C(=O)CSc2nnnn2C)c(C)n1-c1ccc2c(c1)OCCO2	3%	-24%	-61%	-37%	0.98	-0.17	0.54	-0.57	-14%	10%
nt	-0.1%	CC(C)n1cnc2c(NCc3ccc(S(N)(=O)=O)cc3)nc(NCc3ccc(S(N)(=O)=O)cc3)nc21	6%	-2%	7%	-2%	-0.36	-0.6	-0.11	0.32	-5%	1%
3.6%	0.3%	Cc1c(C(=O)N2CCN(c3ccccn3)CC2)oc2c(F)cccc12	nt	-38%	-1%	-5%	nt	nt	nt	nt	0%	nt
-1.4%	-0.3%	Cc1cc2ncc(-c3cccc(Cl)c3)cn2n1	14%	-20%	15%	-66%	0.14	-0.28	0.24	-0.34	2%	-2%
-3.8%	-0.1%	C/C(=N\N1C(=O)c2ccccc2C1=O)c1cccc([N+](=O)[O-])c1	4%	-12%	-10%	2%	1	-0.21	0.48	-1.2	-2%	0%
-3.8%	0.3%	COc1ccc(Oc2ccccc2/C=C/C(=O)O)cc1	10%	-13%	-14%	21%	nt	nt	nt	nt	10%	3%
-7.4%	0.3%	CCCCC(=O)NNC(=S)NCc1ccccc1	-6%	-20%	8%[20 µM]	14%	-0.49	-0.33	0.071	0.21	-22%	2%
12%	-0.1%	COc1nnc(-c2ccc(N3CCCCC3)c(NC(=O)C3CCCCC3)c2)c2ccccc12	3%	-13%	13%	-2%	0.65	-0.25	0.98	0.28	9%	0%
-2.0%	-0.1%	COc1cc(OC)cc(C(=O)NCCCNC(=O)c2ccccn2)c1	nt	-33%	22%	-12%	nt	nt	nt	nt	-14%	nt
1.2%	0.0%	CC(=O)c1ccc(N2CCN(CC(=O)N(CC(C)C)c3c(N)n(CC(C)C)c(=O)[nH]c3=O)CC2)cc1	0%	-31%	3%	-7%	-0.9	-0.16	-0.36	0.98	-4%	12%
-0.9%	0.2%	COc1ccc(C(=O)N=S2CCN(C(=O)c3ccc(Cl)cc3)CC2)cc1	-1%	-6%	-10%	6%	0.87	-0.15	0.51	-1.5	25%	-4%
-5.0%	0.1%	COc1ccc(C)cc1-n1nnnc1SCC(=O)c1ccc2c(c1)OCCO2	7%	-10%	-19%	-10%	-0.32	-0.22	-0.035	1.1	4%	3%
4.4%	-0.3%	CCOc1ccc(-n2c(=S)sc3c(=O)n(-c4ccccc4)c(SC)nc32)cc1	nt	-4%	-23%	7%	nt	nt	nt	nt	11%	nt
0.2%	0.7%	CC(=O)Nc1ccc(/C=C(\C#N)C(N)=O)cc1	2%	-3%	42%	-22%	-0.17	-0.19	0.24	0.4	4%	18%
3.3%	0.2%	OCCC1CN(Cc2cc3c(cc2Cl)OCO3)CCN1C1CCCC1 (centres undefined)	-2%	-34%	-5%	-16%	0.084	-0.26	0.21	-0.21	5%	-2%
-4.8%	-0.3%	COc1ccc(OC)c(NC(=O)c2ccc3nc(-c4ccccc4)c(-c4ccccc4)nc3c2)c1	0%	4%	12%	30%	0.0045	-0.24	-0.14	-0.11	14%	-14%
1.0%	-0.1%	COc1ccccc1CN1CCC(n2nccc2NC(=O)CCOc2ccccc2)CC1	nt	-10%	12%	9%	nt	nt	nt	nt	10%	nt
-5.4%	-0.2%	Cc1cccc([C@@H]2[C@@H]3C(=O)N(Cc4ccccc4)C(=O)[C@@H]3[C@]3(Cc4ccc(Cl)cc4)C(=O)N(c4ccc(Br)cc4)C(=O)N23)c1	nt	-12%	2%[20 µM]	-15%	nt	nt	nt	nt	16%	nt
0.8%	-0.2%	NC(=O)c1nsc(C(=O)N(Cc2ccco2)C(C(=O)NCc2ccccc2)c2ccc(O)cc2)c1N (centres undefined)	nt	45%	-21%	13%	nt	nt	nt	nt	10%	nt
-1.4%	-0.1%	CCCc1nnc(SCC(=O)N2C(C)CCCC2C)n1CCCOC (centres undefined)	-5%	18%	23%	2%	-0.012	-0.098	-0.76	0.76	18%	7%
-2.5%	0.1%	CCCc1[nH]nc2c1C(c1cccc(OC)c1)C(C#N)=C(N)O2 (centres undefined)	-4%	-10%	33%	-8%	0.076	-0.22	0.3	-0.95	-2%	14%
0.8%	0.2%	CCCC1=[N+](CC(=O)c2ccccc2)CCn2c(C)ccc21	8%	12%	-17%	7%	-0.5	1	-0.37	0.99	1%	8%
-1.0%	0.0%	Cc1ccccc1NC(=O)NC1CCCCCCC1	nt	-44%	6%	-13%	nt	nt	nt	nt	12%	nt
-5.0%	-0.1%	CC(C)n1cc(CN2CCN(CCc3ccccc3)C(CCO)C2)cn1 (centres undefined)	-8%	-11%	-17%	-4%	1.4	-0.17	1	-1.5	9%	-7%
8.9%	0.2%	O=C(CCSCc1cccc(Cl)c1)NC1CCCC1	1%	-30%	-12%	-10%	0.078	-0.23	0.19	-0.019	-13%	-11%
1.1%	-0.2%	COc1ccc(NC(=O)C2C3C=CC4(CN(Cc5cccnc5)C(=O)C24)O3)c(OC)c1 (centres undefined)	2%	-3%	-36%	7%	-0.11	-0.27	0.36	0.57	2%	9%
-0.6%	0.1%	COc1ccc2cc(S(=O)(=O)NC3CC(C)(C)NC(C)(C)C3)ccc2c1	nt	-28%	2%	10%	nt	nt	nt	nt	-2%	nt
-4.3%	-0.2%	O=[N+]([O-])c1cc(/C=N/NC(=S)Nc2ccccc2Cl)ccc1Cl	3%	-31%	15%	-15%	-0.38	-0.31	-0.31	0.87	16%	1%
-2.6%	0.0%	CCCC[C@H]1COCCS(=O)(=O)N1Cc1ccc(Br)cc1	nt	-7%	0%[20 µM]	2%	nt	nt	nt	nt	-4%	nt
-2.7%	-0.3%	Cc1[nH]c2ccccc2c1N=Nc1c(C)n(C)n(-c2ccccc2)c1=O	0%	-36%	5%	0%	1.3	-0.17	0.85	-0.5	-10%	2%
-3.5%	-0.2%	Cc1ccc(CN2CCN(Cc3cccn3-c3ccccn3)CC2CCO)cc1 (centres undefined)	6%	-35%	-12%	3%	-1.4	-0.0083	-0.71	1.8	-4%	1%
3.5%	0.1%	COc1ccc(Nc2ncnc3ccc(C)cc23)cc1	nt	37%	-1%[20 µM]	-31%	nt	nt	nt	nt	9%	nt
-5.4%	0.4%	COc1ccc(Cl)cc1-c1n[nH]c(=S)n1Cc1ccccc1	nt	-14%	-4%	11%	nt	nt	nt	nt	-6%	nt
1.0%	0.7%	O=C(COC(=O)COc1ccccc1[N+](=O)[O-])Nc1ccccc1Br	4%	9%	-33%	1%	-0.23	-0.27	-0.32	-0.2	-4%	5%
-6.7%	-0.2%	COc1ccc(N(CC(=O)NN=C2CCN(C)CC2)S(=O)(=O)c2ccccc2)c(OC)c1	nt	-18%	-7%	1%	nt	nt	nt	nt	-2%	nt
1.7%	-0.1%	Cc1cccc2cc(CN(Cc3ccc4c(c3)OCO4)Cc3nnnn3C3CCCC3)c(=O)[nH]c12	-1%	-15%	2%	7%	0.59	0.52	0.8	-0.71	-6%	11%
-2.3%	0.9%	Cc1ccc(N2C(=O)N3[C@H](c4ccc(Br)cc4)[C@@H]4C(=O)N(C(C)(C)C)C(=O)[C@@H]4[C@]3(C)C2=O)cc1	nt	48%	-42%[20 µM]	6%	nt	nt	nt	nt	5%	nt
-1.2%	-0.2%	CCOc1ccc(N(CC(=O)N2CCN(C(=O)CN(c3ccc(OCC)cc3)S(C)(=O)=O)CC2)S(C)(=O)=O)cc1	nt	2%	-10%[20 µM]	10%	nt	nt	nt	nt	6%	nt
1.4%	0.2%	CC(=O)N=c1c(C#N)cc2c(=O)n3ccccc3nc2n1CCCOC(C)C	22%	8%	11%	-11%	0.58	-0.21	0.16	0.43	17%	-92%
-2.7%	0.0%	COc1cccc2c1O/C(=N\O)C(C(=O)Nc1cccc(Br)c1)C2 (centres undefined)	nt	7%	14%	18%	nt	nt	nt	nt	8%	nt
-1.8%	-0.4%	Cc1ccc(S(=O)(=O)Oc2ccc(/C=N/NC(=O)c3nn(C)cc3[N+](=O)[O-])cc2)cc1	10%	5%	32%	22%	-0.54	-0.15	-0.43	-0.23	12%	2%
-5.0%	-0.1%	COc1cccc(NC(=O)C2CCCN(S(=O)(=O)c3cccc4cccnc34)C2)c1 (centres undefined)	4%	-20%	27%	9%	-0.28	-0.22	0.11	0.16	-1%	1%
0.2%	-0.1%	COc1ccc(NC(=O)C2CC(c3ccccc3O)=NO2)cc1OC (centres undefined)	nt	-10%	1%	12%	nt	nt	nt	nt	6%	nt
11%	-0.3%	CC(=O)C1C(c2ccc(F)c(F)c2)NC(=O)NC1(O)C(F)(F)F (centres undefined)	13%	-30%	4%	5%	-0.22	-0.038	-0.09	0.15	10%	-5%

High-throughput results (PubChem BioAssay)
